Wnt act: activates Wnt/beta-catenin signaling in a reporter cell assay; activation, % at 9.35 µM; activator, plate reader; 1.2% of 300,000 active; in the data active = activation above about 30%, passing the limit was not always enough;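 also: 0% = neutral control wells and 100% = positive control wells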
Arrestin-AP2 inh: inhibitors of human beta-arrestin and AP2 interaction; FITC-arrestin peptide / GST-AP2 beads, flow cytometry; AP2 beta2 appendage carries R879A mutation; inhibition, % at 10 µM; 0.31% of 340,000 active;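 active = inhibition above a set limit, near 3 SD of compounds lacking own fluorescence, cut at about 54% in these data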;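 also: plate controls were DMSO wells for no effect and 5 µM unlabelled arrestin peptide for full effect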
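System: GST-AP2 R879A glutathione beads | Also added: FITC-arrestin peptide, 50 nM | Times: 12 min plus 1 h, RT | Signal: Bead flow cytometry, FITC channel | Buffer or medium: PBS with 0.05% Tween 20 and 0.1% BSA | Read-out basis: Percent drop in bead-associated FITC signal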
DSG3 Ab inh: human desmoglein-3 autoantibody binding inhibition. binding (percent of control), % at 10 µM. 0.48% of 310,000 active. P32926. DSG3-coupled beads, scFv-anti-DSG3-GFP binding, flow cytometry; active compounds read low;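 active = binding more than 3 SD below its plate's average and above zero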;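 also: hits lower antibody fragment binding to DSG3; some compounds called inactive have numbers as strong as hits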
Cardiac RTF inh: cardiac RTF calcium desensitization | 0.12% of 340,000 active | AID 493244 | IANBD-labeled cardiac RTF, Ca2+ fluorescence | P19429+P45379 | inhibition, % at 7.15 µM;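 active = inhibition above the mean inhibition of all tested compounds plus 3 SD, cut at about 17% in these data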;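 also: assay run at fixed EC70 calcium of 1.6 mM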
V-ATPase pH: regulators of yeast V-ATPase proton transport | 0.37% of 350,000 active | AID 504577 | S. cerevisiae, pHLuorin cytosolic pH fluorescence | response, % at 10 µM; in the data active = response mostly above about 7.3%, no sharp cut-off; inactive = mostly below about 5.4%; also: actives read high; inactives centre near 0; some compounds called inactive have numbers as strong as hits; reference of the scale not given here
MOR-DOR inv ag: inverse agonist of human OPRM1-OPRD1 heterodimerization; P35372+P41143; cell-based MOR-DOR heterodimer luminescence, inverse agonism; inhibition, % at 9.3 µM; 0.21% of 340,000 active; AID 504357; in the data active = inhibition above about 22%, passing the limit was not always enough;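 also: 0% = cells with DMSO and 100% = wells without cells with DMSO; values of inactives mirror those of a sister screen read the other way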
C-LANA FP: blocks KSHV LANA C-terminal domain binding to DNA. MBP-C-LANA/FAM-LBS DNA binding, fluorescence polarization. inhibition, % at 9 µM. 0.078% of 340,000 active;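 active = highest replicate inhibition at or above 60% at 9 µM, even if other replicates fall short; inactive = all replicates below 60% inhibition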;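 also: 0% = neutral control wells and 100% = 4 µM acridine orange control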
RTF Ca sens act: increases calcium sensitivity of human cardiac regulated thin filaments. P19429+P45379. IANBD-labeled TnC RTF fluorescence at EC20 calcium; 0% EC20 calcium, 100% full calcium. activation, % at 7.2 µM. 0.24% of 340,000 active. AID 493008;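 active = activation above the mean over all tested compounds plus 3 SD, cut at about 30% in these data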;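 also: rise in fluorescence read as greater calcium sensitivity of cardiac thin filaments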
Keap1 Nrf2 FP: disrupts human Keap1 binding to Nrf2 peptide | inhibition, % at 9.4 µM | Keap1 Kelch-Nrf2 peptide fluorescence polarization, 1536-well | 0.15% of 340,000 active | Q14145; in the data active = inhibition above about 12%;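 also: human Keap1 Kelch domain with fluorescein labeled Nrf2 9mer peptide probe; 0% = neutral control wells and 100% = peptide positive control; higher means more block of Keap1 binding to Nrf2 peptide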
Target sequence (Q14145 whole entry, looked up, the tested form may be a part): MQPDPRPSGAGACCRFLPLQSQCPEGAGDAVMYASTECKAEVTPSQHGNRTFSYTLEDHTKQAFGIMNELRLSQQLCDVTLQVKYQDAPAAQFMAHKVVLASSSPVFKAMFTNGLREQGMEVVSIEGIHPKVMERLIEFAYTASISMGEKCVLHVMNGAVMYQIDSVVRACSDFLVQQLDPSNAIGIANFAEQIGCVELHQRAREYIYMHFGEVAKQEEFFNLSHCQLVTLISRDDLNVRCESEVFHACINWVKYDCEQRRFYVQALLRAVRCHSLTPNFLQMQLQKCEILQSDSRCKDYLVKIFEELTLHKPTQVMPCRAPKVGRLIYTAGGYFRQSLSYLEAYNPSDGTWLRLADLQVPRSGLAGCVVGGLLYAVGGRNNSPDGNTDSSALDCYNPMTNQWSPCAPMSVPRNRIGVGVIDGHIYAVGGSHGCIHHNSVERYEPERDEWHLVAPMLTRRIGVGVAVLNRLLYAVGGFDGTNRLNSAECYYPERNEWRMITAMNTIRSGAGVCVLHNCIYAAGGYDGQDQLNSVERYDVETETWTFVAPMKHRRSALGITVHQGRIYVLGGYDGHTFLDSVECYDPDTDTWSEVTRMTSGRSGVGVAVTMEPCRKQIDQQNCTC
OPRM1-OPRD1 ag: agonists of human mu-delta opioid receptor heterodimerization. P35372+P41143. cells, OPRM1-OPRD1 heterodimerization, luminescence. activation, % at 9.3 µM. 0.3% of 340,000 active. AID 504326; in the data active = activation above about 18%;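 also: 0% = vehicle-treated cells and 100% = reference agonist; values of inactives mirror those of a sister screen read the other way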
Active calls of the source: *. Hits appear at their usual frequency; overall some 3.1% were active at least once.

Screening CNc1nc(N)c(C(=O)C(C)(C)C)s1 returned Arrestin-AP2 inh 1, DSG3 Ab inh 105, Cardiac RTF inh -12, V-ATPase pH 3, MOR-DOR inv ag -11, C-LANA FP -0.2, RTF Ca sens act 5, Keap1 Nrf2 FP -7 and OPRM1-OPRD1 ag 1.8.
`Cc1ccc(SC(C)C(=O)Nc2c(C)n(C)n(-c3ccccc3)c2=O)cc1` (stereo not drawn) gave Arrestin-AP2 inh 9, DSG3 Ab inh 99, Cardiac RTF inh -1, V-ATPase pH 3, MOR-DOR inv ag 4, C-LANA FP 1.0, RTF Ca sens act 5, Keap1 Nrf2 FP 5 and OPRM1-OPRD1 ag -0.8.
For CN(C)c1cccc(C(=O)Nc2cc(C(F)(F)F)ccc2-n2cnc3ccccc32)c1 the results were Wnt act -2, Arrestin-AP2 inh 39, DSG3 Ab inh 93, Cardiac RTF inh 4, V-ATPase pH 3, MOR-DOR inv ag 2, C-LANA FP -2.5, RTF Ca sens act -3, Keap1 Nrf2 FP 2 and OPRM1-OPRD1 ag -0.4.
Cc1cc(/C=C2\C(=N)N3C(SCc4ccccc4)=NSC3=NC2=O)c(C)n1Cc1ccccc1 was read as Wnt act -2, Arrestin-AP2 inh 3, DSG3 Ab inh 100, Cardiac RTF inh -4, V-ATPase pH -5, MOR-DOR inv ag 8, C-LANA FP 0.4, RTF Ca sens act 1, Keap1 Nrf2 FP 1 and OPRM1-OPRD1 ag -1.5.
`Cc1ccc(C2CC(c3ccc(Br)cc3)=NN2C(=O)CSC2=NN3CCCC(=O)N=C3S2)cc1` (stereo not drawn) gave Wnt act 1, Arrestin-AP2 inh -1, DSG3 Ab inh 101, Cardiac RTF inh -3, V-ATPase pH 4, MOR-DOR inv ag 0, C-LANA FP -0.9, RTF Ca sens act 1, Keap1 Nrf2 FP -1 and OPRM1-OPRD1 ag 0.0.
For COCCN(C(=O)COC(=O)CC(C)c1ccccc1)c1c(N)n(Cc2ccccc2)c(=O)[nH]c1=O (stereo not drawn) the results were Wnt act -2, Arrestin-AP2 inh 4, DSG3 Ab inh 104, Cardiac RTF inh -3, V-ATPase pH 2, MOR-DOR inv ag 14, C-LANA FP 1.0, RTF Ca sens act -2, Keap1 Nrf2 FP 1 and OPRM1-OPRD1 ag -2.6.
`COc1ccc(S(=O)(=O)N2CCC(C(=O)OCC(=O)c3ccccc3)CC2)cc1[N+](=O)[O-]` gave Wnt act -1, Arrestin-AP2 inh 30, DSG3 Ab inh 121, Cardiac RTF inh 6, V-ATPase pH -4, MOR-DOR inv ag 10, C-LANA FP -2.4, RTF Ca sens act 3, Keap1 Nrf2 FP -4 and OPRM1-OPRD1 ag -1.8.
Screening O=C(NCc1ccncc1)c1cc(-c2ccc(Cl)cc2)oc1C(F)(F)F returned Wnt act 1, Arrestin-AP2 inh 8, DSG3 Ab inh 107, Cardiac RTF inh -9, V-ATPase pH -1, MOR-DOR inv ag -3, C-LANA FP -0.2, RTF Ca sens act 2, Keap1 Nrf2 FP -2 and OPRM1-OPRD1 ag 0.6.
`Cc1nc2oc3ccccc3c(=O)c2cc1C(=O)O` gave Wnt act -1, Arrestin-AP2 inh -2, DSG3 Ab inh 102, Cardiac RTF inh -2, V-ATPase pH 2, MOR-DOR inv ag 13, C-LANA FP -1.3, RTF Ca sens act -3, Keap1 Nrf2 FP -6 and OPRM1-OPRD1 ag -2.8.
COc1ccc(CNC(=O)CC23CC4CC(CC(C4)C2)C3)cc1OC was read as Wnt act 1, Arrestin-AP2 inh -17, DSG3 Ab inh 108, Cardiac RTF inh -18, V-ATPase pH -2, MOR-DOR inv ag 14, C-LANA FP 0.3, RTF Ca sens act -8, Keap1 Nrf2 FP 0 and OPRM1-OPRD1 ag -2.6.
Screening O=c1[nH]n(-c2cccc(Cl)c2)c2ncccc12 returned Wnt act -3, Arrestin-AP2 inh 17, Cardiac RTF inh -4, V-ATPase pH 7, MOR-DOR inv ag 14, C-LANA FP 0.1, RTF Ca sens act -4, Keap1 Nrf2 FP 2 and OPRM1-OPRD1 ag -2.7.
Screening CN1CCN(S(=O)(=O)c2cccc(C(=O)Nc3sc4c(c3C(N)=O)CCCC4)c2)CC1 returned Arrestin-AP2 inh 7, DSG3 Ab inh 95, Cardiac RTF inh -5, V-ATPase pH 8, MOR-DOR inv ag 1, C-LANA FP 1.5, RTF Ca sens act -6, Keap1 Nrf2 FP -3 and OPRM1-OPRD1 ag -0.1.
For CCOC(=O)c1c(NC(=O)CSc2ncn[nH]2)sc(C)c1C the results were Wnt act 4, Arrestin-AP2 inh 7, DSG3 Ab inh 103, Cardiac RTF inh -8, V-ATPase pH -5, MOR-DOR inv ag -4, C-LANA FP -0.6, RTF Ca sens act -1, Keap1 Nrf2 FP -1 and OPRM1-OPRD1 ag 0.6.
For CCn1c(SC(C)C(=O)Nc2ccc3c(c2)OCCO3)nnc1C1CC1 (stereo not drawn) the results were Wnt act -1, Arrestin-AP2 inh -5, DSG3 Ab inh 93, Cardiac RTF inh -4, V-ATPase pH -2, MOR-DOR inv ag 2, C-LANA FP -1.8, RTF Ca sens act -1, Keap1 Nrf2 FP -4 and OPRM1-OPRD1 ag -0.5.
For COC(=O)c1sccc1NC(=O)COc1ccc(F)cc1Cl the results were Wnt act 25, Arrestin-AP2 inh 49, DSG3 Ab inh 102, Cardiac RTF inh -4, V-ATPase pH -2, MOR-DOR inv ag -18, C-LANA FP 0.8, RTF Ca sens act 4, Keap1 Nrf2 FP 0 and OPRM1-OPRD1 ag 3.6.
`O=C(Nc1nnc(C(F)(F)F)s1)c1cccnc1` gave Arrestin-AP2 inh 4, DSG3 Ab inh 105, Cardiac RTF inh -14, V-ATPase pH -2, MOR-DOR inv ag 7, C-LANA FP -0.4, RTF Ca sens act -2, Keap1 Nrf2 FP -8 and OPRM1-OPRD1 ag -1.3.
Screening S=C(Nc1cccc(Cl)c1Cl)N1CCC2(CC1)OCCO2 returned Wnt act 0, Arrestin-AP2 inh 10, DSG3 Ab inh 103, Cardiac RTF inh 0, V-ATPase pH 2, MOR-DOR inv ag 12, C-LANA FP 0.5, RTF Ca sens act -1, Keap1 Nrf2 FP 0 and OPRM1-OPRD1 ag -2.5.
Screening CCN1CCN(C(=S)Nc2ccc(Cl)cc2Cl)CC1 returned Wnt act 6, Arrestin-AP2 inh 10, Cardiac RTF inh -6, V-ATPase pH 9, MOR-DOR inv ag -3, C-LANA FP -1.6, RTF Ca sens act -6, Keap1 Nrf2 FP -3 and OPRM1-OPRD1 ag 0.6.
OC(CN1CCCCC1)Cn1c2ccccc2c2ccccc21 (stereo not drawn) was read as Wnt act 1, Arrestin-AP2 inh 8, Cardiac RTF inh -8, V-ATPase pH 1, MOR-DOR inv ag -3, C-LANA FP -1.6, RTF Ca sens act -1, Keap1 Nrf2 FP 1 and OPRM1-OPRD1 ag 0.6.
COc1ccc(NC(=O)Nc2ccc3c(c2)OCO3)c(C)c1 was read as Wnt act 11, Arrestin-AP2 inh 47, DSG3 Ab inh 102, Cardiac RTF inh 3, V-ATPase pH -3, MOR-DOR inv ag 10, C-LANA FP -1.2, RTF Ca sens act 0, Keap1 Nrf2 FP 0 and OPRM1-OPRD1 ag -1.8.
COC(=O)Cn1ncc2c(C)n(Cc3ccccc3)c(C)c2c1=O was read as Wnt act 11, Arrestin-AP2 inh 2, DSG3 Ab inh 105, Cardiac RTF inh -10, V-ATPase pH -4, MOR-DOR inv ag -6, C-LANA FP -0.2, RTF Ca sens act 6, Keap1 Nrf2 FP -3 and OPRM1-OPRD1 ag 1.0.
`O=C(c1cc2cc(Cl)ccc2oc1=O)N1CCCCCCC1` gave Wnt act 2, Arrestin-AP2 inh 14, DSG3 Ab inh 110, Cardiac RTF inh -3, V-ATPase pH -1, MOR-DOR inv ag 4, C-LANA FP 0.0, RTF Ca sens act 0, Keap1 Nrf2 FP -3 and OPRM1-OPRD1 ag -0.8.
C=CCNC(=O)COc1coc(CN2CCN(Cc3ccccc3)CC2)cc1=O was read as Wnt act -2, Arrestin-AP2 inh -2, DSG3 Ab inh 101, Cardiac RTF inh 1, V-ATPase pH -1, MOR-DOR inv ag 12, C-LANA FP -0.6, RTF Ca sens act 4, Keap1 Nrf2 FP -1 and OPRM1-OPRD1 ag -2.4.
`O=C(c1cc2cc(F)ccc2[nH]1)N1CCc2ccccc2C1` gave Wnt act 8, Arrestin-AP2 inh 20, DSG3 Ab inh 99, Cardiac RTF inh -7, V-ATPase pH -1, MOR-DOR inv ag -33, C-LANA FP 0.9, RTF Ca sens act -1, Keap1 Nrf2 FP 5 and OPRM1-OPRD1 ag 6.3.
CCOc1cccc(N2C(=O)CC(N(CCc3ccc(OC)c(OC)c3)C(=O)CC)C2=O)c1 (stereo not drawn) was read as Wnt act -2, Arrestin-AP2 inh 22, DSG3 Ab inh 107, Cardiac RTF inh -4, V-ATPase pH 0, MOR-DOR inv ag 5, C-LANA FP -3.3, RTF Ca sens act 1, Keap1 Nrf2 FP -3 and OPRM1-OPRD1 ag -0.9.
For COc1ccc(NC(=O)OC(CN2CCCCC2)C(F)(F)F)cc1 (stereo not drawn) the results were Wnt act -1, Arrestin-AP2 inh -5, Cardiac RTF inh -3, V-ATPase pH -1, MOR-DOR inv ag 4, C-LANA FP -0.8, RTF Ca sens act -5, Keap1 Nrf2 FP -3 and OPRM1-OPRD1 ag -0.9.
`O=C(c1ccco1)N1CCN(Cc2ccccc2F)CC1` gave Wnt act -2, Arrestin-AP2 inh 1, DSG3 Ab inh 115, Cardiac RTF inh -11, V-ATPase pH -2, MOR-DOR inv ag 18, C-LANA FP -1.0, RTF Ca sens act 3, Keap1 Nrf2 FP -2 and OPRM1-OPRD1 ag -3.5.
For O=C(O)CCC(=O)Nc1nnc(C(F)(F)F)s1 the results were Wnt act -2, Arrestin-AP2 inh 3, DSG3 Ab inh 101, Cardiac RTF inh 0, V-ATPase pH 1, MOR-DOR inv ag 11, C-LANA FP 2.8, RTF Ca sens act 4, Keap1 Nrf2 FP -6 and OPRM1-OPRD1 ag -2.6.
`Cc1ccc(CNC(=O)CS(=O)Cc2nc(-c3ccccc3F)oc2C)cc1` (stereo not drawn) gave Wnt act 0, Arrestin-AP2 inh -5, DSG3 Ab inh 97, Cardiac RTF inh -6, V-ATPase pH 3, MOR-DOR inv ag 21, C-LANA FP -1.2, RTF Ca sens act 2, Keap1 Nrf2 FP -1 and OPRM1-OPRD1 ag -4.3.
`CCOC(=O)c1cc(CC)sc1NC(=O)c1ccc(N2C(=O)CCC2=O)cc1` gave Wnt act -1, Arrestin-AP2 inh 26, DSG3 Ab inh 79*, Cardiac RTF inh -1, V-ATPase pH -3, MOR-DOR inv ag 13, C-LANA FP 0.0, RTF Ca sens act -1, Keap1 Nrf2 FP -1 and OPRM1-OPRD1 ag -2.3.

From PubChem BioAssay
